Compound activity (PubChem)
SMARCA2 activ – SMARCA2 function activation, primary screen; MG213 cells, MMTV-luciferase reporter, dexamethasone, overnight; activation, % at 9.1 µM; 370,000 tested, 1% active; AID 652017; in the data active = activation above about 7.8%;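 also: 0% = vehicle wells and 100% = reference activator wells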
ssDAF-12 act – activates DAF-12 receptor from parasite S. stercoralis; activation, % at 6.8 µM; 370,000 tested, 1% active; AID 652126; HEK293 ssDAF-12/GRIP1 lit1-tk-luc reporter, luminescence; % of 3 µM dafachronic acid response;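 active = activation above the mean over all tested compounds plus 3 SD, cut at about 0.9% in these data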;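 also: 0% = DMSO-only wells and 100% = 3 µM delta7-dafachronic acid wells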
hcDAF-12 act – H. contortus DAF-12 activation, primary screen | HEK293 hcDAF-12 lit1-tk-luc reporter, luminescence; 0% DMSO, 100% Δ7-dafachronic acid | activation, % at 6.8 µM | 370,000 tested, 1.4% active;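 active = activation above the mean of all tested compounds plus 3 SD, cut at about 5.5% in these data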;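 also: 100% = response to 3 µM Δ7-dafachronic acid high control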
DAX1 inh-1 – inhibitors of DAX1 repression of SF-1 activated StAR promoter. AID 652010. HEK293T StAR-luciferase reporter, SF-1/DAX-1 repression relief. 370,000 tested, 1.1% active. inhibition, % at 6.8 µM;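 active = inhibition above the mean over all tested compounds plus 3 SD, cut at about 3.6% in these data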;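 also: 0% = DAX-1 cells with DMSO and 100% = cells lacking DAX-1 with DMSO; higher inhibition means more luminescence from relief of DAX-1 repression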
PLC-gamma1 inh – inhibitors of human phospholipase C gamma1. inhibition, % at 12.2 µM. purified PLC-gamma1, fluorogenic substrate, fluorescence. 370,000 tested, 0.84% active. P19174; in the data active = inhibition above about 9.5%
Rev-erbA mod – Rev-erb alpha (human) modulation; P20393; Rev-erbα–FITC-DNA binding, fluorescence polarization, 90 min; activity, % at 10 µM; 370,000 tested, 0.79% active; AID 1259318;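 active = activity above about 14%, limit read from the data; passing the limit was not always enough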;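 also: 0% = DMSO wells with 35 nM protein and 100% = DMSO wells with 750 nM protein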
Target sequence (P20393 whole entry, looked up): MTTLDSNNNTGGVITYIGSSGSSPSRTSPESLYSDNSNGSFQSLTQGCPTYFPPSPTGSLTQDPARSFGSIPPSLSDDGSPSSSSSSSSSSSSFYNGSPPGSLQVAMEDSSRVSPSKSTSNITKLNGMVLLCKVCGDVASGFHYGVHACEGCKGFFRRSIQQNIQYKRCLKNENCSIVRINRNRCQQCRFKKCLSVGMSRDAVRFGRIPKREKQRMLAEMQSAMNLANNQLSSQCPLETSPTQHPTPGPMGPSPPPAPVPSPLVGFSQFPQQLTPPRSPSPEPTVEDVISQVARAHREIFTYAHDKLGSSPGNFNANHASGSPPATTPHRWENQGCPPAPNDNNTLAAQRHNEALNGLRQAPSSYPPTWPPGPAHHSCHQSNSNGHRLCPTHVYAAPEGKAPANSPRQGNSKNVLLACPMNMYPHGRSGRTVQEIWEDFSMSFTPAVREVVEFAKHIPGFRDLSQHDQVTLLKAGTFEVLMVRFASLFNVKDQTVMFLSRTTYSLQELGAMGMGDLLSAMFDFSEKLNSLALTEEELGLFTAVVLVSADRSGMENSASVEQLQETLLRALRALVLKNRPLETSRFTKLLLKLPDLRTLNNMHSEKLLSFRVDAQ
DAX1 inh-2 – NR0B1 (DAX1) inhibition. AID 504766. HEK293 Gal4-DAX1 luciferase reporter, luminescence. inhibition, % at 6.75 µM. 340,000 tested, 0.99% active;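 active = inhibition above the mean over all tested compounds plus 3 SD, cut at about 4.2% in these data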;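 also: 0% = DAX1-transfected cells with DMSO and 100% = empty-vector control cells with DMSO; inhibition shows as a rise in luminescence from relieved DAX1 repression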
Target sequence (P51843 207-470 limits assumed): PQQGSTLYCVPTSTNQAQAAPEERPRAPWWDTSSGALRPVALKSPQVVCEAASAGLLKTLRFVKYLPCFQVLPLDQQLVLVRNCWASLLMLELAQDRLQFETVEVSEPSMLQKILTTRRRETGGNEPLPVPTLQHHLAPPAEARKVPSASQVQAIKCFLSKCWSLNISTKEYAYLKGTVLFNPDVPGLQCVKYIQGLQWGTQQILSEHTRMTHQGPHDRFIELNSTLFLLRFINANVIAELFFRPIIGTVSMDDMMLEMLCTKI
MBD2 inh – blocks human MBD2 binding to methylated DNA; Q9UBB5; TR-FRET, MBD2 binding to methylated oligonucleotide; inhibition, % at 4.4 µM; 370,000 tested, 0.31% active; in the data active = inhibition above about 13%
PLC-beta3 inh – PLC-beta3 (human) inhibition, primary screen; AID 720704; 370,000 tested, 0.18% active; Q01970; inhibition, % at 12.2 µM; Purified PLC-beta3, fluorogenic substrate, fluorescence; in the data active = inhibition above about 11%;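 also: 0% = median of compound wells on plate and 100% = full blocker control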
hgDAF12 agonist – hgDAF-12 agonism, primary luciferase screen | HEK293 GAL4-hgDAF12 UAS-luciferase reporter, agonist luminescence; normalized to butyrate control | activation, % at 6.8 µM | 370,000 tested, 1.8% active;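 active = activation above a cutoff set at the mean of all screened compounds plus 3 SD, cut at about 10% in these data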;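 also: 0% = DMSO wells and 100% = sodium butyrate wells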
ADAM17 inh – ADAM17 inhibition, QFRET primary screen; AID 720648; inhibition, % at 6.95 µM; P78536; 370,000 tested, 0.83% active; recombinant ADAM17, EDANS/DABCYL FRET peptide cleavage;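 active = inhibition above the mean of compounds lying between control limits plus 3 SD, set per campaign, cut at about 8.5% in these data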;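 also: 0% = DMSO-only wells as the low control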
* marks the source's active call; other numbers are inactive results; . = not tested or not shown.

SMILES	SMARCA2 activ	ssDAF-12 act	hcDAF-12 act	DAX1 inh-1	PLC-gamma1 inh	Rev-erbA mod	DAX1 inh-2	MBD2 inh	PLC-beta3 inh	hgDAF12 agonist	ADAM17 inh
O=C(CSc1ccccc1)Nc1ccccc1C(=O)O	-2	-1.1	0.3	0.1	-4	-9	0.7	1	-7	3.7	-6
CCN(C(=S)Nc1cccc2ccccc12)c1ccccc1	1	-0.5	1.5	-0.3	-39	-3	-0.8	-2	-47	0.1	-23
O=C(CCSc1nc(-c2ccco2)cc(C(F)(F)F)n1)NCc1ccccn1	0	-1.1	-0.2	0.3	-2	-1	0.1	24*	-1	0.9	0
CN1CCN(c2ccc([N+](=O)[O-])cc2C(=O)N2CCOCC2)CC1	-5	-0.7	-0.7	0.5	-3	-6	-0.7	4	-3	0.4	-3
Cc1noc(C(=O)NCc2ccccc2)c1Cl	1	-0.9	0.2	-0.9	1	6	-0.8	4	0	0.3	3
COC(=O)c1cc(NC(=O)C23CCC(C)(C(=O)O2)C3(C)C)cc(C(=O)OC)c1 (stereo unspecified)	-1	-0.3	-0.4	0.1	-1	0	0.5	0	2	0.4	-5
COCCCNC(=O)/C(C#N)=C/c1ccc(OCC(=O)O)c(OC)c1	-1	-1.4	0.6	-0.5	-5	-11	-0.8	7	-6	1.2	-9
Cc1cccn2c(=O)c(C=O)c(N3CCN(c4ccccc4)CC3)nc12	-1	0.0	3.4	0.0	-1	-1	-1.6	0	-2	4.2	-1
Cc1ccc(NC(=O)COC(=O)c2cc(-c3cccs3)nn2-c2ccccc2)cc1[N+](=O)[O-]	4	-1.2	3.5	-0.5	11*	-2	-0.4	-3	4	0.0	4
OCC[C@@H]1NCc2cc(CO)cc(-c3ccccc3)c21	-3	-1.6	-0.5	-0.8	-4	6	-0.2	-1	-4	0.8	5
CCC(C)(C(=O)NC1CCCCC1)N(C(=O)CC1NC(=O)NC1=O)c1c(C)n(C)n(-c2ccccc2)c1=O (stereo unspecified)	1	-0.9	1.3	-0.8	-1	3	1.5	0	-7	-1.9	-2
C#CCSc1nnc(-c2sc3ccccc3c2Cl)o1	6	-0.6	4.4	1.2	1	2	1.6	-5	-1	6.3	0
O=C(O)CNC(=S)N(Cc1ccccc1F)C1CCCCC1	1	-2.2	-0.7	0.4	2	-3	2.2	6	-2	-1.1	-2
O=C(O)C1CCCN(S(=O)(=O)c2cccc3cccnc23)C1 (stereo unspecified)	4	-0.5	-1.4	0.2	-1	-6	-0.8	0	2	-3.1	-1
NC(=O)CN1CCCN(S(=O)(=O)c2ccc(Br)cc2)CC1	-1	-1.1	2.1	0.1	-1	4	0.3	-10	0	-0.1	1
O=C(Cn1cccn1)c1ccccc1	2	-1.2	-0.3	0.9	2	-2	-1.3	-6	-4	-1.2	-2
CCN(/N=C/c1ccc(Cl)cc1)c1cc(=O)n(C)c(=O)[nH]1	2	-1.1	-3.0	-0.8	-11	2	-0.8	-3	-18	-1.6	-5
CCSc1nnc(NC(=O)c2cc(C)on2)s1	-2	-0.6	1.2	0.4	7	6	1.5	2	10	3.9	8
CCCNC(=O)c1cccc(Cn2nc(C)c(Br)c2C)c1	-5	-0.7	-2.8	-0.3	12*	1	-1.4	3	8	-1.8	6
Cn1cnc2c1c(=O)n(Cc1c(Cl)cccc1Cl)c(=O)n2C	3	-1.3	0.1	0.0	4	0	0.6	-3	-2	-0.6	2
CN(C)CCC(=O)c1ccc2c(c1)OCO2	-1	-1.1	-0.8	-0.2	-1	-11	3.5	10	0	-1.4	-7
COc1ccc(-c2[nH]ncc2/C=C(/C#N)C(=O)NC2CCCCCC2)cc1	-4	-1.9	-1.9	-1.4	-234	0	-0.1	-2	-289	-0.1	-20
O=C(CSc1ccc([N+](=O)[O-])cn1)Nc1cc(C(F)(F)F)ccc1N1CCOCC1	-2	-1.2	-1.4	-2.2	2	0	0.2	-3	-5	-0.3	2
COC(=O)[C@]12C[C@H](CC(=O)NCc3cccs3)C(=O)N(CCc3ccc(OC)c(OC)c3)C1=C[C@H](C(C)(C)C)O[C@@H]2C	1	-1.7	-2.1	0.7	2	-6	.	-2	4	-0.4	3
O=C(CN1CCN(Cc2ccccc2F)C1=O)NCCN1CCOCC1	-3	-1.0	0.9	-0.2	1	-4	-0.4	1	0	0.9	1
Cc1ccc(NC(=O)CSc2nnc(-c3ccco3)c(-c3ccco3)n2)cc1	-5	-0.6	1.1	-2.0	-6	-2	-0.7	0	-12	4.0	-3
Oc1[nH]c2ccccc2c1N=Nc1ccccn1	-1	0.8	3.2	1.9	2	-30	1.6	-1	4	9.1	-1
CC(=O)N=Cc1c(C)c(C#N)c(=O)n(C)c1O	-6	-1.2	2.2	-0.1	-13	-1	1.3	4	-20	1.1	-11
NC(=O)CC(NC(=O)Cc1ccc(Br)cc1)c1ccc(N2CCN(c3ccc(F)cc3)CC2)c([N+](=O)[O-])c1 (stereo unspecified)	-2	-1.7	-2.1	-0.7	6	2	-0.6	-1	4	-0.7	4
CCCc1cc(=O)oc2cc(OCC(=O)NCCCN3CCCC3=O)ccc12	2	-1.5	-0.5	-5.0	-6	-3	0.2	3	-12	4.3	-26
Cc1c(CN2CCCCC2)c(O)n(CCCO)c(=O)c1C#N	1	-1.3	-2.0	-0.2	-13	3	0.9	-8	-16	-0.6	-8
COc1cc(CNC(C)(C)CO)ccc1OCC(=O)NC(C)(C)C	-1	-0.9	2.0	0.1	6	-8	0.2	1	6	1.5	3
CCCc1cc(=O)n2[nH]c(C)c(-c3ccc(Cl)cc3)c2n1	1	-0.8	-1.3	0.1	-16	3	-0.1	0	-33	0.6	-6
COc1cccc(OCc2cc(/C=N/NC(=O)c3nc(Cl)c(Cl)c(N)c3Cl)ccc2OC)c1	1	0.0	0.4	-0.8	-150	1	0.3	3	-205	-1.8	-48
Cn1c(SCC(=O)N2CCN(S(=O)(=O)c3ccc(Cl)cc3)CC2)nc2ccccc21	-1	-0.7	-0.2	-0.8	1	7	1.4	7	6	-1.0	0
COc1ccc(OC)c(NC(=O)Nc2nnc(COCCO)s2)c1	-1	-1.0	1.6	-0.5	1	-8	.	4	-6	-0.2	-2
Cc1ccc(OCCCC(=O)N2CCN(S(=O)(=O)c3cccc(F)c3)CC2)cc1	-1	-1.0	-2.3	-0.1	2	-1	2.7	2	-5	-0.4	-2
O=C(OCC(=O)N(C1CCCCC1)C1CCCCC1)c1ccncc1	0	-1.0	1.1	-0.5	-3	4	0.6	-2	-1	6.6	-4
Cc1ccc(C(c2nnnn2Cc2ccccc2)N2CCN(Cc3ccccc3)CC2)cc1 (stereo unspecified)	-3	-1.1	-0.6	-0.1	4	3	-1.5	-1	5	-1.8	6
CC(=O)Nc1ccc(NC(=O)c2cccc(-c3cc4ccccc4oc3=O)c2)cc1	3	-1.4	0.9	1.8	-7	0	1.9	-4	-8	8.3	-9

By substructure: those above containing a furan ring, fused or not
SMILES	SMARCA2 activ	ssDAF-12 act	hcDAF-12 act	DAX1 inh-1	PLC-gamma1 inh	Rev-erbA mod	DAX1 inh-2	MBD2 inh	PLC-beta3 inh	hgDAF12 agonist	ADAM17 inh
O=C(CCSc1nc(-c2ccco2)cc(C(F)(F)F)n1)NCc1ccccn1	0	-1.1	-0.2	0.3	-2	-1	0.1	24*	-1	0.9	0
Cc1ccc(NC(=O)CSc2nnc(-c3ccco3)c(-c3ccco3)n2)cc1	-5	-0.6	1.1	-2.0	-6	-2	-0.7	0	-12	4.0	-3

(listing goes on)
SMILES	SMARCA2 activ	ssDAF-12 act	hcDAF-12 act	DAX1 inh-1	PLC-gamma1 inh	Rev-erbA mod	DAX1 inh-2	MBD2 inh	PLC-beta3 inh	hgDAF12 agonist	ADAM17 inh
Cc1ccc2cc(CN(CCCN3CCOCC3)C(c3nnnn3Cc3ccco3)C(C)C)c(=O)[nH]c2c1C (stereo unspecified)	0	-1.3	-0.1	0.8	-75	0	0.3	-5	-111	1.4	-13
COc1ccc(C2=CSC(/N=C/c3ccc(F)cc3)=NN2)cc1	-2	-0.7	-0.5	-0.2	-14	1	-1.1	3	-19	1.9	-6
O=C1[C@@H]2[C@@H]3C[C@@H]([C@H]4ON=C(c5ccc(OCc6ccccc6)cc5)[C@@H]34)[C@@H]2C(=O)N1c1ccc2c(c1)OCO2	5	-1.1	-2.5	-0.4	4	4	-1.2	-2	0	-0.8	-1
CC(C)(C)S(=O)N1Cc2cn(Cc3ccccc3)c(=O)cc2[C@H]1CCO (stereo partly specified)	-1	-0.4	1.0	0.6	3	0	0.3	-7	2	1.2	1
O=C(COC(=O)c1ccc(Br)cc1)Nc1ccccc1Br	-2	-1.0	0.1	-2.0	5	-1	-0.1	-6	1	5.4	1
Cc1nn(CC(=O)Nc2ccc(S(N)(=O)=O)cc2)c(=O)c2ccccc12	-1	-1.2	-0.1	-0.5	2	1	-1.0	-3	0	-2.3	-4
COCCN1C(=O)c2ccccc2C1c1nc2ccccc2[nH]1 (stereo unspecified)	-4	-0.7	-0.5	-0.5	4	-2	.	2	-2	-0.4	-5
NC(=O)NC(=O)COC(=O)c1ccc(Cl)c(S(=O)(=O)N(Cc2ccccc2)c2ccc(Cl)cc2)c1	-2	-1.5	-1.0	-0.2	6	-1	0.3	1	-1	3.4	3
CCOC(=O)N1CCN(C(=O)C[C@H]2C[C@@]3(C(=O)OC)C(=C[C@H](C(C)(C)C)O[C@@H]3C)N(Cc3ccc4c(c3)OCO4)C2=O)CC1	-4	-1.1	-0.8	-0.5	2	3	.	-1	5	-1.5	1
CCOC(=O)C(Cc1ccccc1)(Cc1ccccc1)C(C)=O	0	-1.1	-1.8	-0.2	-2	-4	0.2	-4	-1	0.1	-1
Cc1ccc(S(=O)(=O)N2CCC(C(=O)Nc3ncccc3O)CC2)cc1	-1	-1.8	-0.6	0.2	0	-3	0.3	-1	-9	3.7	-2
CCCc1c(-c2ccc(Cl)cc2)ncn1Cc1cccc(-c2ccccc2)c1	-3	-1.1	1.9	-0.4	1	9	.	5	2	1.5	2
CCN(C[C@H]1N[C@@](Cc2ccccc2)(C(=O)OC)[C@H]2C(=O)N(Cc3ccccc3)C(=O)[C@@H]12)S(=O)(=O)c1ccc(OC)cc1	-5	-1.2	-1.3	-2.2	1	-1	-0.1	2	0	-2.1	8
COc1ccc(CNS(=O)(=O)c2ccc(OC)cc2)cc1	2	-1.3	-0.9	0.2	8	3	0.3	-4	2	3.1	0
C[C@H](CO)N1C[C@H](C)[C@@H](CN(C)C(=O)NC2CCCCC2)Oc2ccc(NC(=O)NC3CCCCC3)cc2C1=O	0	-1.4	-2.4	0.1	-1	4	2.3	1	4	-0.5	3
CCCc1[nH]nc2c1C(c1ccc(OCCN3CCOCC3)c(OC)c1)C(C#N)=C(N)O2 (stereo unspecified)	3	-0.2	0.5	-0.5	-1	1	-1.6	-1	-3	0.4	-4
c1ccc(Oc2nc(N3CCOCC3)nc(N3CCOCC3)n2)cc1	0	-2.1	-1.9	0.1	1	-4	0.6	2	3	-2.4	3
Nc1nc(SCC(=O)NCC2CCCO2)[nH]c(=O)c1NC(=O)c1ccco1 (stereo unspecified)	-3	-1.4	0.1	0.3	-2	0	0.3	-3	2	0.3	-1
CN(Cc1ccccc1)S(=O)(=O)c1ccc(Cl)c(C(=O)N2CCC2)c1	-1	-1.1	-0.1	-1.3	1	-1	0.7	3	3	1.3	1

Random draw from the library. About 7.4% of those tested had a hit in this group.
